Compound activity: PubChem, several laboratories
MOR-DOR inv ag = mu-delta opioid heterodimer inverse agonism. inhibition, % at 9.3 µM. hit rate 0.21% among 340,000. AID 504357. P35372+P41143. cell-based MOR-DOR heterodimer luminescence; in the data active = inhibition above about 22%, passing the limit was not always enough;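 also: 0% = cells with DMSO and 100% = wells without cells with DMSO; values of inactives mirror those of a sister screen read the other way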
OPRM1-OPRD1 ag = OPRM1-OPRD1 heterodimerization agonism; P35372+P41143; cells, luminescence; activation, % at 9.3 µM; hit rate 0.3% among 340,000; in the data active = activation above about 18%;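 also: 0% = vehicle-treated cells and 100% = reference agonist; values of inactives mirror those of a sister screen read the other way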
DSG3 Ab inh = inhibitors of pemphigus antibody binding to human desmoglein-3. P32926. DSG3-coupled beads, scFv-anti-DSG3-GFP binding, flow cytometry; hits give low values. binding (percent of control), % at 10 µM. hit rate 0.48% among 310,000. AID 588358;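 active = binding more than 3 SD below its plate's average and above zero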;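 also: hits lower antibody fragment binding to DSG3; some compounds called inactive have numbers as strong as hits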
Target sequence (P32926 whole entry, looked up, the tested form may be a part): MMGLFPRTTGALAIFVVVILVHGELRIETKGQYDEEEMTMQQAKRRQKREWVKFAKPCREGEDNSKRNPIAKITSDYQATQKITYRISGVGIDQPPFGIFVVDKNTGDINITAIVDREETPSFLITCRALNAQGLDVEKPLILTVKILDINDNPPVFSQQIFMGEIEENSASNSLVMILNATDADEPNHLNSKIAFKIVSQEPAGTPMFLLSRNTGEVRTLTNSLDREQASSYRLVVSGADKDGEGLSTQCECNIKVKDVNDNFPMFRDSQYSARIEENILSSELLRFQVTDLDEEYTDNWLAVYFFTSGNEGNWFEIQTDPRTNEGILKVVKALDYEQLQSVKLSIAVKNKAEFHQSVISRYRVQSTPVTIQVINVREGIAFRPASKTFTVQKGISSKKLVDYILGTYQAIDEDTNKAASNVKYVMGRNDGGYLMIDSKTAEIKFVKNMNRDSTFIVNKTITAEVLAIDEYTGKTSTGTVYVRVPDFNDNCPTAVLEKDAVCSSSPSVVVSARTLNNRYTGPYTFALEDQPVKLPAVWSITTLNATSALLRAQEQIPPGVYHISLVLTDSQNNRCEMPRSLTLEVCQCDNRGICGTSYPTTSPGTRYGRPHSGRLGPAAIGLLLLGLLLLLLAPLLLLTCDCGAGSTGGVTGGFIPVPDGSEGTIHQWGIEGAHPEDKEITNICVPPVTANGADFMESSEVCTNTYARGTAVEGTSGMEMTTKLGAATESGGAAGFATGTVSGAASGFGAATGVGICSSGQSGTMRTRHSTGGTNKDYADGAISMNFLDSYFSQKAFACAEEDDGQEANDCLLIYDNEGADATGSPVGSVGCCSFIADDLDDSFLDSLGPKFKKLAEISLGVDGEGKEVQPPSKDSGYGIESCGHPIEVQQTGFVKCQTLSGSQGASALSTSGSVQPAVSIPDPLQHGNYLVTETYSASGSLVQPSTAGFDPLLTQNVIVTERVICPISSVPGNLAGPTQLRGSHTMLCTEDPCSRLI
PKA-R1A activ = activators of PKA-R1A complex. activation, % at 11.4 µM. hit rate 0.083% among 340,000. AID 504707. PKA-R1A dissociation, Cy5-IP20 fluorescence polarization; scaled: DMSO 0%, 113 µM cGMP 100%;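 active = percent activation above the mean of all tested compounds plus 3 SD, cut at about 19% in these data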;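 also: higher means more PKAc released from R1A so a rise in polarization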
phage Ecoli inh = E. coli growth loss with phage present. AID 651602. inhibition, % at 11.9 µM. growth absorbance. hit rate 0.26% among 360,000; in the data active = inhibition above about 11%
HTR5A inv ctr = HTR5A inverse agonism, opioid heterodimer counter-screen; inhibition, % at 9.3 µM; AID 504634; HTR5A cell line, luminescence; P47898; hit rate 0.083% among 340,000; in the data active = inhibition mostly above about 23%, no sharp cut-off; inactive = mostly below about 18%;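 also: 0% = cells with DMSO and 100% = no-cell wells with DMSO; some compounds called inactive have numbers as strong as hits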
AddAB inh = less growth of phage-infected E. coli with AddAB. E. coli expressing H. pylori AddAB, absorbance growth. inhibition, % at 11.9 µM. hit rate 0.29% among 330,000. AID 435030; in the data active = inhibition above about 12%;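 also: 0% = vehicle wells of infected cells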
SUMO Mot1 rescue = inhibitors of SUMOylation pathway: yeast Mot1-301 growth rescue; AID 2716; growth rescue, % at 18.8 µM; S. cerevisiae Mot1-301 growth rescue, ATP luminescence, 38.5C; percent above DMSO median, 100 means doubled; hit rate 1% among 320,000;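 active = every valid replicate shows activation above 250% relative to neutral control wells; inactive = the rest, any valid replicate at or below 250%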;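 also: OY570 slx delta 5 strain wells were the positive control but not used for scaling; some compounds called inactive have numbers as strong as hits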
PfHsp90 set2 = growth inhibition of yeast expressing Plasmodium Hsp90 | AID 504621 | inhibition, % at 9.4 µM | S. cerevisiae expressing PfHsp90, BacTiter-Glo ATP, 48 h; yeast lacking PDR1 and PDR3 efflux regulators | hit rate 0.32% among 310,000;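 active = every replicate shows inhibition above about 80%, whatever the replicate mean, limit read from the data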;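 also: 0% = DMSO neutral controls and 100% = 20 µM radicicol positive controls; yeast relying on Plasmodium falciparum Hsp90 in place of its own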
HTR5A ag = counter-screen for OPRM1-OPRD1 agonists: human HTR5A agonism; HTR5A agonist assay, luminescence, cell-based; P47898; AID 504692; activation, % at 9.3 µM; hit rate 0.61% among 340,000; in the data active = activation mostly above about 9.5%, no sharp cut-off; inactive = mostly below about 7.6%;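 also: 0% = cells with vehicle only and 100% = reference agonist; strong numbers were not always called active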
Ecoli viability = reduces bacterial viability in AddAB counter-screen; E. coli V3065 growth, OD600 absorbance, 18 h; inhibition, % at 11.9 µM; hit rate 0.27% among 330,000;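 active = inhibition above the campaign's mean inhibition across all tested compounds plus 3 SD, cut at about 9.9% in these data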;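 also: uninfected addAB+ strain grown without phage in ampicillin broth; 0% = DMSO wells and 100% = ciprofloxacin 0.95 µg/ml wells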
* = called active by the depositor; nt = not tested or not shown.

SMILES	MOR-DOR inv ag	OPRM1-OPRD1 ag	DSG3 Ab inh	PKA-R1A activ	phage Ecoli inh	HTR5A inv ctr	AddAB inh	SUMO Mot1 rescue	PfHsp90 set2	HTR5A ag	Ecoli viability
O=C(Nc1ccnn1C1CCN(Cc2ccc(F)cc2)CC1)C1CC1	7	-1.3	nt	-2	-0.6	0	nt	nt	-6	2	nt
Cc1cc(Nc2ccccc2)nc(N2CCOCC2)n1	4	-0.9	123	4	3.5	-32	1.4	-6	56	-3	-2.6
O=[N+]([O-])c1cccc(/C=C/c2ccncc2)c1	-10	1.9	100	-2	1.5	-8	0.8	-18	17	2	1.3
CCOP(=O)(OCC)C(NC(=O)/C=C/c1ccc(OC)cc1)c1ccccc1 (configuration not stated)	0	0.0	106	-6	5.9	-9	0.4	37	7	-7	-0.4
CCN(C(=O)COC(=O)c1cccc(S(=O)(=O)N(CC)CC)c1)C1CCS(=O)(=O)C1 (configuration not stated)	22	-5.5	113	4	0.7	-6	3.4	7	-6	2	0.4
COc1ccc(S(=O)(=O)Nc2cccc(F)c2)cc1C	-2	0.4	93	-1	3.6	-8	1.2	1	-15	3	0.2
CN1CCN(c2cc(-c3cc(O)c4ncccc4c3)ccn2)CC1	10	-1.9	97	8	5.6	19	1.7	-7	nt	2	3.4
CC(=O)Nc1ccc(S(=O)(=O)N2CCC(C(=O)Nc3nccs3)CC2)cc1	13	-2.5	102	-14	3.4	0	3.2	-16	9	-1	-0.9
Cc1cc(C(=O)COC(=O)C2=NNC(=O)CC2)c(C)n1-c1cccc(C(F)(F)F)c1	2	-0.4	100	4	1.7	14	1.3	26	-19	2	-0.2
CC(C)COc1ccc(/C(=N/O)c2ccccc2)cc1	-54	8.7	101	-8	3.2	-1	2.5	-10	-30	0	0.2
COc1ccccc1C(=O)NCCC(=O)N(C)CC(=O)Nc1ccc(C)cc1	8	-1.5	101	2	0.4	10	1.7	-6	-8	-4	1.5
O=C(COC(=O)c1cc(-c2ccccn2)nc2ccccc12)Nc1ncc(C(F)(F)F)cc1Cl	2	-0.4	94	-14	2.7	-22	4.2	518	-3	2	1.6
COc1ccc2c(c1)[nH]c1c(=O)n(CCN3CCOCC3)cnc12	0	-0.1	98	12	-2.3	8	0.1	3	-9	-3	-0.7
N#C/C(=C(/O)c1ccco1)c1nc2ccccc2[nH]1	12	-2.3	84	-7	2.6	-28	3.6	45	-3	11*	-1.7
Cc1cc(NC(=O)Cn2nnc(-c3ccccc3N)n2)no1	-1	0.2	103	-7	3.3	9	3.9	2	-8	-3	0.0
CCN(C(=O)/C=C/c1cc(OC)c(OC)c(OC)c1)C1CCCCC1	0	0.0	95	5	3.8	14	-0.3	13	1	3	-3.5
Cn1c(C(=O)NCc2ccccn2)cc2c(=O)n3ccccc3nc21	7	-1.2	101	10	2.8	-5	1.8	-7	11	0	-1.1
Cc1cccc(C)c1OCc1cc(C(=O)N(C)Cc2nc3ccccc3[nH]2)no1	24	-4.6	115	2	14*	9	26*	28	-22	-4	17*
C=CCn1c(-c2csc(-c3ccccc3)n2)n[nH]c1=S	-4	0.8	102	-17	3.9	6	2.2	30	2	-2	1.2
Cc1ccc(C=Nc2ccccc2C(=O)Nc2ccccc2)cc1	6	-1.1	100	8	1.4	-53	4.5	7	23	-2	-0.5
COc1ccc(/C=C(\C#N)C(=O)OCC(=O)NC(C)c2ccccc2)cc1 (configuration not stated)	12	-2.6	101	6	4.0	3	1.9	-19	-1	5	1.7
Cc1noc(COc2ccccc2OCC(N)=O)n1	nt	nt	110	nt	-1.7	nt	0.9	-2	nt	nt	0.5
Cc1cc(C)n2nc(C(=O)NCc3cccc(C(F)(F)F)c3)nc2n1	3	-0.6	119	-11	3.0	-8	3.7	-27	1	3	1.6
O=C(/C=C/c1ccc(Cl)cc1)Nc1ccccc1N1CCOCC1	-2	0.3	99	-7	2.7	3	1.8	12	-6	-1	-1.5
COC(=O)c1sccc1NC(=O)CNC(=O)c1ccccc1	6	-1.3	nt	0	1.7	7	-0.7	-14	-36	-3	-1.3

The list continues.
SMILES	MOR-DOR inv ag	OPRM1-OPRD1 ag	DSG3 Ab inh	PKA-R1A activ	phage Ecoli inh	HTR5A inv ctr	AddAB inh	SUMO Mot1 rescue	PfHsp90 set2	HTR5A ag	Ecoli viability
Cc1ccc(/C=C/c2nc3ccccc3c(=O)[nH]2)cc1	-6	1.2	94	-11	1.6	-6	-0.4	-7	8	3	0.9
COc1ccccc1NC(=O)CS(=O)(=O)c1cccc2nsnc12	9	-1.9	106	1	2.7	34	3.2	0	-3	12*	-0.1
CC(NC(=O)c1ccccc1)C(=O)OCC(=O)Nc1cccc(S(=O)(=O)N2CCCC2)c1 (configuration not stated)	8	-1.9	119	-4	2.2	-12	nt	nt	-47	4	nt
Clc1ccc(Oc2nc3ccccc3n3cccc23)cc1	-18	3.3	92	6	2.0	1	1.6	-4	11	0	-1.2
COc1ccc(-c2ccc(/C=C(\NC(=O)c3ccccc3)C(=O)N3CCOCC3)o2)cc1	10	-1.9	106	0	1.2	23	-0.2	17	-1	-4	-1.9
COCCN1C(=O)c2cc(C(=O)Nc3ccc(OC)c(OC)c3)ccc2C1Nc1ccc(OC)c(OC)c1 (configuration not stated)	7	-1.5	87	8	2.6	16	1.5	-4	-1	0	1.8
COc1ccc(-c2cc(C(=O)OCC(=O)NC3CC3)c3ccccc3n2)cc1OC	5	-1.1	100	0	2.5	3	-2.1	11	nt	-1	-1.6
CCCN(C(=O)CSc1ncnc2sccc12)c1c(N)n(Cc2ccccc2)c(=O)[nH]c1=O	9	-1.8	99	-11	6.0	15	1.6	-2	0	-4	-1.1
Cc1c(NC(=O)CSc2nc(N)cc(N)n2)c(=O)n(-c2ccccc2)n1C	13	-3.3	103	-1	1.7	-7	1.7	-9	nt	1	0.7
O=C(NC1CCCN(Cc2ccc(Cl)cc2)C1)c1ccccc1-c1ncc[nH]1 (configuration not stated)	7	-1.3	nt	-5	2.4	18	nt	nt	28	1	nt
CCn1c(NC(C)=O)nc2ccccc21	20	-3.5	94	-1	1.6	-32	-0.8	-3	1	4	2.0
CC(NC(=O)c1ccccc1)c1nnc(SCc2nc3ccccc3c(=O)[nH]2)n1C (configuration not stated)	13	-2.5	93	4	4.7	18	1.8	-18	2	2	-1.4
CC(C)N1CCN(Cc2cc3ccccc3[nH]2)CC1CCO (configuration not stated)	3	-0.5	111	7	3.2	-7	3.2	23	29	3	-1.2
Cc1ccc(S(=O)(=O)CNC(=S)c2cccc(C)c2)cc1	7	-1.2	101	-1	0.3	14	1.1	21	-18	-4	-1.0
CC(=O)Nc1ccc(C=NNc2nnc(NN=Cc3ccc(NC(C)=O)cc3)c3ccccc23)cc1	4	-1.0	107	2	5.5	6	nt	nt	-5	-1	nt
CCN(CC)CCCC(C)NC(=O)c1ccc(C(F)(F)F)cc1 (configuration not stated)	5	-0.9	101	-14	1.9	5	-0.8	-15	4	-2	1.5
CCc1nnc(NC(=O)CCn2cnc3ccccc3c2=O)s1	nt	nt	nt	nt	3.2	nt	-0.6	14	6	nt	0.4
O=C(CSCc1c(Cl)cccc1Cl)NCc1ccccn1	-5	1.0	98	-3	-2.2	-16	0.0	-28	18	0	2.8
Cc1ccc(-c2nnc(N3CCN(C(=O)CSc4ncn[nH]4)CC3)c3ccccc23)cc1	8	-1.4	109	0	2.5	-4	1.9	7	10	2	1.0
CCN1CCCC1CNCc1ccc(OCc2ccc(Cl)nc2)c(OC)c1 (configuration not stated)	3	-0.5	111	4	2.7	-26	0.3	-2	-1	-5	1.5
Cn1c(N)c(C(=O)CN2CCc3ccccc3C2)c(=O)n(C)c1=O	-1	0.3	100	0	1.4	-8	-0.2	nt	9	3	-0.2
Nc1nc(CN2CCN(c3ccccn3)CC2)nc(Nc2ccc(Cl)cc2)n1	-3	0.5	nt	0	-0.8	9	-2.9	164	4	6	-1.5
Cc1ccc(NC(=O)CNNC(=O)c2cccc([N+](=O)[O-])c2)cc1[N+](=O)[O-]	7	-1.4	119	-5	2.7	5	-0.7	-3	14	-1	0.4
COc1ccccc1C(=O)Nn1cnnc1	10	-1.9	116	-7	2.6	-13	-0.7	-8	-36	5	1.1
COc1ccccc1-c1cccc([C@@H]2C[C@H]3[C@H](CON3C)CN2C(C)=O)c1	3	-0.6	108	-4	0.9	11	nt	nt	14	-3	nt

The results go on.
SMILES	MOR-DOR inv ag	OPRM1-OPRD1 ag	DSG3 Ab inh	PKA-R1A activ	phage Ecoli inh	HTR5A inv ctr	AddAB inh	SUMO Mot1 rescue	PfHsp90 set2	HTR5A ag	Ecoli viability
CSC1=C(C#N)C(c2ccccc2)C(C(C)=O)=C(C)N1 (configuration not stated)	5	-0.7	105	4	3.3	-3	-0.8	-18	11	1	0.3
O=C(CSc1ccc2ccccc2n1)c1ccccc1	-3	0.6	104	-1	1.6	-10	1.8	-10	-3	5	0.7
Nc1c(S(=O)(=O)c2ccccc2)c2nc3ccccc3nc2n1/N=C/c1cccc(O)c1	-31	7.3	91	2	0.7	8	3.2	-24	-54	10	1.1
Clc1ccc(/C=N/Nc2nn[nH]n2)cc1	11	-1.9	nt	-5	1.9	13	2.1	-4	nt	-2	-0.9
CC(C)Cc1cc(CN2CCC(CO)(Cc3ccccc3)CC2)[nH]n1	9	-1.7	98	-5	2.0	16	0.6	455*	5	1	-0.8
CC1NC(=O)NC1CCCCCC(=O)Nc1ccc(F)c(Cl)c1 (configuration not stated)	10	-2.0	121	0	4.0	3	2.5	1	nt	6	-1.9
CCN(CC)CCCN1C(=O)C(O)=C(C(=O)c2sc(C)nc2C)C1c1ccco1 (configuration not stated)	8	-1.4	104	-10	2.7	6	-0.8	-9	-8	-4	-0.8
CCSCc1nnc(SCC(=O)Nc2nc3ccccc3s2)n1C	20	-4.0	95	2	1.6	-13	2.2	nt	12	5	2.1
c1csc(-c2nnc(Cc3cccc4ccccc34)o2)c1	-6	1.2	106	-5	3.0	10	1.8	2	nt	-4	2.3
CCOC(=O)N1CCN(C(=O)c2ccccc2N(C)S(C)(=O)=O)CC1	11	-2.0	131	-20	1.8	-29	-1.8	49	nt	-3	-0.6
COC(=O)C1(C)Nc2ccccc2C(=O)N1c1ccccc1C (configuration not stated)	11	-2.2	115	0	2.6	-8	3.3	2	-8	3	-0.5
Cc1ccc(NC(=O)c2ccc(Br)o2)cc1S(=O)(=O)N(C)C	14	-2.4	101	-11	5.5	3	2.6	-6	72	-1	-1.9
COC(=O)c1sccc1NC(=O)Nc1ccc(OC)c(OC)c1	10	-1.9	104	-11	0.7	6	-0.2	-7	5	-1	0.8
Cc1ccc2nc(/C(C#N)=C\c3ccc(Oc4ccc([N+](=O)[O-])cn4)cc3)[nH]c2c1	-24	5.0	nt	5	1.3	-47	2.1	-6	3	4	-1.0
CC(=O)c1c(C)n([O-])c2ccccc2[n+]1=O	-9	1.8	107	6	25*	-4	38*	5	nt	2	31*
Cc1ccc(/C=C2/Sc3ccc(C(=O)N4CCN(c5ccccn5)CC4)cc3NC2=O)cc1	-8	1.5	109	-5	3.8	-3	1.1	-8	-1	1	-0.2
